Screening data (PubChem BioAssay)
G9a inh: inhibitors of human histone lysine methyltransferase G9a | Q96KQ7 | G9a H3K9 monomethylation, AlphaScreen, 2 h | Potency, µM (titrated, usually from 102 µM), inactives show at the top dose activity, negative = inhibition, usual class: inhibitors | AID 504332 | hit rate 8.8% among 350,000; further: potency means the concentration at half of the fitted maximal effect; on the % scale 0 is the no-effect control and ±100 the full control effect; nearly all actives have a fitted effect of over 75% in size
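G9a (20 nM) preincubated 15 min RT with compounds, then 500 nM biotinylated H3K9 peptide and 20 uM SAM added; 2 h RT reaction. Monomethyl-H3K9 product detected by AlphaScreen with anti-H3K9me1 antibody, streptavidin donor and anti-rabbit IgG acceptor beads.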
RGS4 inhibitor: blocks human RGS4-accelerated GTP hydrolysis | AID 504845 | hit rate 0.039% among 390,000 | Transcreener GDP fluorescence polarization, RGS4-accelerated GTP hydrolysis | Potency, µM (top dose mostly 114 µM), for inactives: top-dose activity change, negative = inhibition, actives largely listed as inhibitors; further: potency means the concentration at half of the fitted maximal effect; on the % scale 0 is the no-effect control and ±100 the full control effect; nearly all actives have a fitted effect of over 75% in size; some results filed as inactive show a strong effect at the top dose
Target sequence (P49798 whole entry, looked up): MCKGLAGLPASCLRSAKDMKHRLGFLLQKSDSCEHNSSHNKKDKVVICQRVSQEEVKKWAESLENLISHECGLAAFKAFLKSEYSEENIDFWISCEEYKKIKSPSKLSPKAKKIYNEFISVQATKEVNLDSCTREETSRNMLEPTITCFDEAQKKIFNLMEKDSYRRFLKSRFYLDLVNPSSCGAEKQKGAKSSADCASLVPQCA
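MLSMR compounds (23 nl, pin-transferred) preincubated 10 min at room temperature with a 500nM (2x) first reagent, then RGS4 at 900nM (2x) plus Transcreener GDP mix added; fluorescence polarization (620/688 nm) read before and after 90 min at 30 °C.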
JMJD2A Tudor inh: blocks the human JMJD2A Tudor domain; O75164; AlphaScreen JMJD2A-Tudor / H3K4me3 peptide binding; Potency, µM (highest dose often 114 µM), without a hit: at the highest dose activity change, negative = inhibition, usual class: inhibitors; hit rate 4.4% among 390,000; AID 504339; further: potency means the concentration at half of the fitted maximal effect; on the % scale 0 is the no-effect control and ±100 the full control effect; nearly all actives have a fitted effect of over 50% in size
BAZ2B inh: blocks human BAZ2B; Q9UIF8; AlphaScreen BAZ2B-H3K14Ac peptide displacement; hit rate 4.4% among 360,000; Potency, µM (series often up to 114 µM), without a hit: top-dose activity change, negative = inhibition, actives largely listed as inhibitors; further: potency means the concentration at half of the fitted maximal effect; on the % scale 0 is the no-effect control and ±100 the full control effect; nearly all actives have a fitted effect of over 60% in size
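AlphaScreen displacement: compounds (up to 110uM) incubated 30 min at room temperature with a preformed 50 nM BAZ2B/50 nM biotinylated H3K14Ac peptide complex in PBS pH 7.4 with Tween-20. Donor and acceptor beads at 10 ug/mL final added, 20 min light-protected before reading.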
12-LOX inh: blocks human arachidonate 12S-lipoxygenase; hit rate 1.1% among 580,000; P18054; Potency, µM (series often up to 108 µM), for inactives: top-dose activity change, negative = inhibition, hits mostly inhibitors; purified 12hLO, xylenol orange hydroperoxide absorbance; further: potency means the concentration at half of the fitted maximal effect; on the % scale 0 is the no-effect control and ±100 the full control effect
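Purified human 12hLO at 150 nM in 25 mM Hepes, 0.01% Triton X-100, pH 7.0, preincubated 15 min at room temperature with compound. Reaction started with 40 uM arachidonic acid, 30 min at room temperature. Hydroperoxide measured by Fe-xylenol orange, 573/405 nm absorbance ratio.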
GLS inhibitor: glutaminase GLS (human) inhibition | O94925 | hit rate 0.21% among 410,000 | Potency, µM (titrated, usually from 45.5 µM), for the others: top-dose activity change, negative = inhibition, usual class: inhibitors | GLS enzymatic activity, qHTS titration; further: potency means the concentration at half of the fitted maximal effect; on the % scale 0 is the no-effect control and ±100 the full control effect
Target sequence (O94925 whole entry, looked up): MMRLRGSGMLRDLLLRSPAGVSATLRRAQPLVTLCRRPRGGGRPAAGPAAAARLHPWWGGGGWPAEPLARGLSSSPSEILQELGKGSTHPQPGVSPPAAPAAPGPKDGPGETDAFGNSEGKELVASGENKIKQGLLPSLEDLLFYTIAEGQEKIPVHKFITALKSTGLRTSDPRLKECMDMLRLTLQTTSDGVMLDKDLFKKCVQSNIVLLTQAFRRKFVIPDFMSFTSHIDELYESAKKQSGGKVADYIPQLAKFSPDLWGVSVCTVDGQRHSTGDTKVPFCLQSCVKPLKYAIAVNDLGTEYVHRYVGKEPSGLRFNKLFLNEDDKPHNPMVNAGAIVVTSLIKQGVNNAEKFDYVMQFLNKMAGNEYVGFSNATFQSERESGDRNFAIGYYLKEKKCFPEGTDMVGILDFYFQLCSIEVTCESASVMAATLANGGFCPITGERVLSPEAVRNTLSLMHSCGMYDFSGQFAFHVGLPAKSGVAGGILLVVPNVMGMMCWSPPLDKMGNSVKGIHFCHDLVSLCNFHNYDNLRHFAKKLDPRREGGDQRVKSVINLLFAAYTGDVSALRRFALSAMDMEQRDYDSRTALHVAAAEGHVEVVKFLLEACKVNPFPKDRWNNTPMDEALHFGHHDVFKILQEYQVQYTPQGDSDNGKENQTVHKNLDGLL
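hKGA in 45 mM KH2PO4 pH 8.2, 0.02% Tween-20 with pin-transferred compounds; 1 mM L-glutamine (stock) plus glutamate oxidase/HRP/Amplex Red coupling added. Fluorescence read initially and after 30 min at RT.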
HP1b binding inh: HP1-beta chromodomain-methylated histone interaction inhibition; P83916; AlphaScreen HP1-beta / biotin-H3K9me3 peptide binding; Potency, µM (top dose mostly 114 µM), for inactives: at the highest dose activity change, negative = inhibition, hits mostly inhibitors; hit rate 0.56% among 390,000; AID 540317; further: potency means the concentration at half of the fitted maximal effect; nearly all actives have a fitted effect of over 70% in size; inactives centre near 23
Target sequence (P83916 whole entry, looked up): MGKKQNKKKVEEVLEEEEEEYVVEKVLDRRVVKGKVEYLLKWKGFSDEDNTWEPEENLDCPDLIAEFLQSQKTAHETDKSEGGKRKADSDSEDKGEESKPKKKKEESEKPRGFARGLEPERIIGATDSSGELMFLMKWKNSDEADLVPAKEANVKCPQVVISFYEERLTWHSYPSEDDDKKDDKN
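HP1-beta protein (50 nM final) preincubated 30 min at room temperature with biotinylated H3(1-18)K9me3 peptide (50 nM) in PBS pH 7.4, 0.01% Tween-20, then compound added for 30 min. AlphaScreen streptavidin donor/nickel chelate acceptor beads (10 ug/mL final), 30 min dark, luminescence read.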
PI4K2A block: inhibitors of human PI4K2A; Q9BTU6; purified PI4K2A, ADP-Glo luminescence, 1 h; stronger effect = lower value; activity change, negative = inhibition, % at 76.9 µM; hit rate 0.13% among 420,000; in the data active means activity change below about -50%; inconclusive means mostly about -30% to -49%;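 further: -100% = wells without enzyme as full effect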
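In this quantitative HTS, ADP production by PI4K2A was quantified luminescently after 1 h at ambient temperature; 100 microM adenosine served as plate-quality control.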
ERG-DNA inh: blocks human ERG Ets domain binding to DNA | P11308 | hit rate 0.028% among 370,000 | fluorescence polarization, His-ERG Ets domain / labelled DNA | Potency, µM (top dose mostly 76.9 µM), without a hit: at the top dose FP activity, negative = inhibition, actives largely listed as inhibitors | AID 624246; active means well fitted inhibition curve with a large enough effect in the polarisation, with a control signal flat; inconclusive means small, poorly fitted or top-dose-only effect, or effect the other way, or a change in a side signal; inactive means no such curve, though single readings can be large or run the other way; the % refers to the polarisation;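 further: polarization taken with two DNA probes labelled with fluorescein and Texas red; potency means the concentration at half of the fitted maximal effect; % of control where 0% means no effect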
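His-tagged ERG Ets domain (1 uM in the protein solution; 300mM KCl, 50mM Tris-HCl, 1mM EDTA, 1mM DTT, pH 7.5) received compound, then a probe mix of 5 nM fluorescein-DNA and 100nM Texas-615-DNA. Fluorescence polarization was read for both dyes.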
The depositor's hits bear a star; [ ] = another dose, or the depositor's remark. Unless noted, the call rests on the fitted dose curve; in most records, active means well fitted curve in the direction sought with a large enough effect; inconclusive means small, poorly fitted or top-dose-only effect, or another doubt; inactive means no such curve, though single readings can be large; an effect the other way counts as inactive or inconclusive.

What do the screens show for `COc1ccc(NC(=O)c2c(C(F)(F)F)nn(C)c2SCc2ccccc2)cc1`?
G9a inh: 113%[activator][59 µM]; RGS4 inhibitor: 16%; JMJD2A Tudor inh: -22%; BAZ2B inh: -33%; 12-LOX inh: -10%; GLS inhibitor: 0%; HP1b binding inh: 43%[activator]; PI4K2A block: 11; ERG-DNA inh: 0%

What do the screens show for `Cc1[nH]c2ccccc2c1/C=N/NC(=O)C1CC1(c1ccccc1)c1ccccc1` (stereo not drawn)?
G9a inh: inconclusive; RGS4 inhibitor: 1%; JMJD2A Tudor inh: inconclusive; BAZ2B inh: inconclusive; 12-LOX inh: 0%; GLS inhibitor: 15%; HP1b binding inh: -31%; PI4K2A block: 3; ERG-DNA inh: -4%

What do the screens show for `O=C(COC(=O)CCc1nc2ccccc2c(=O)[nH]1)Nc1ccc(N2CCOCC2)cc1`?
G9a inh: 50µM*; RGS4 inhibitor: inconclusive; JMJD2A Tudor inh: -9%; BAZ2B inh: -15%; 12-LOX inh: 10%; GLS inhibitor: 0%; HP1b binding inh: 12%; PI4K2A block: -7; ERG-DNA inh: 0%

Results for O=C(NCc1ccco1)N1c2ccccc2Sc2ccccc21 ?
G9a inh: 2%[12.7 µM]; RGS4 inhibitor: -19%; JMJD2A Tudor inh: -33%; BAZ2B inh: -6%; 12-LOX inh: -3%; GLS inhibitor: 32%[activator]; HP1b binding inh: -2%; PI4K2A block: -3; ERG-DNA inh: -10%

How did COC(=O)C1=C(C)NC(C)=C(C(=O)OC)C1c1ccccn1 do in these assays?
G9a inh: 29%[59 µM]; RGS4 inhibitor: -5%; JMJD2A Tudor inh: 2%; BAZ2B inh: 2%; 12-LOX inh: -12%; GLS inhibitor: 1%; HP1b binding inh: 19%; PI4K2A block: 4; ERG-DNA inh: -1%

Results for Cc1nn(-c2ccccc2)c(N2CCCCC2)c1/C=N/O ?
G9a inh: 69%[activator][12.7 µM]; RGS4 inhibitor: 21%; JMJD2A Tudor inh: -6%; BAZ2B inh: 6%; 12-LOX inh: -4%; GLS inhibitor: 17%; HP1b binding inh: 11%; PI4K2A block: -7; ERG-DNA inh: 0%

How did N#Cc1c(-c2ccccc2)nc(SCC(=O)Nc2ccccc2F)[nH]c1=O do in these assays?
G9a inh: 14%; RGS4 inhibitor: -1%; JMJD2A Tudor inh: -18%; BAZ2B inh: -20%; 12-LOX inh: -12%; GLS inhibitor: 26%; HP1b binding inh: 12%; PI4K2A block: -3; ERG-DNA inh: -4%

How did O=C1NC(CCc2ccccc2)C(=O)N1CCOc1ccccc1 (stereo not drawn) do in these assays?
G9a inh: -3%; RGS4 inhibitor: -17%; JMJD2A Tudor inh: -10%; BAZ2B inh: 6%; 12-LOX inh: -1%; GLS inhibitor: -2%; HP1b binding inh: 41%[activator]; PI4K2A block: -2; ERG-DNA inh: 5%

What do the screens show for `Cc1ccc(/C=C(\C#N)C(=O)N2CCCC2)c(C)c1`?
G9a inh: -7%; RGS4 inhibitor: -17%; JMJD2A Tudor inh: -9%; BAZ2B inh: -3%; 12-LOX inh: 1%; GLS inhibitor: -4%; HP1b binding inh: 28%; PI4K2A block: 17; ERG-DNA inh: -2%

How did Cc1ccc(Cn2c(=O)n(Cc3ccccc3Cl)c(=O)c3cccnc32)cc1 do in these assays?
G9a inh: -1%[59 µM]; RGS4 inhibitor: 23%; JMJD2A Tudor inh: 1%; BAZ2B inh: 2%; 12-LOX inh: 2%; GLS inhibitor: -11%; HP1b binding inh: 49%[activator]; PI4K2A block: 0; ERG-DNA inh: -7%

Results for Cc1ccc(N/C=C/C(=O)C(C)(C)C)c(O)c1 ?
G9a inh: -14%; RGS4 inhibitor: 5%; JMJD2A Tudor inh: -32%; BAZ2B inh: inconclusive; GLS inhibitor: 9%; HP1b binding inh: -10%; PI4K2A block: 1; ERG-DNA inh: 2%

Results for COc1ccc(Cc2nc(-c3ccc(-n4cccc4)cc3)no2)cc1 ?
G9a inh: -14%; RGS4 inhibitor: 1%; JMJD2A Tudor inh: -15%; BAZ2B inh: 10%; 12-LOX inh: 447%[activator]; GLS inhibitor: 2%; HP1b binding inh: 32%; PI4K2A block: -2; ERG-DNA inh: 11%

Results for CSCCCNC(=O)c1ccc(OC2CCN(C(=O)c3cccnc3)CC2)cc1 ?
G9a inh: 6%; RGS4 inhibitor: 17%; JMJD2A Tudor inh: -4%; BAZ2B inh: -9%; 12-LOX inh: 5%; GLS inhibitor: 11%; HP1b binding inh: 27%; PI4K2A block: 0; ERG-DNA inh: -13%

Results for CC(Oc1ccc(C(C)(C)C)cc1)C(=O)NCC(c1ccco1)N1CCCC1 (stereo not drawn) ?
G9a inh: 13%[2.33 µM]; RGS4 inhibitor: -2%; JMJD2A Tudor inh: -19%; BAZ2B inh: -10%; 12-LOX inh: 1%; GLS inhibitor: -10%; HP1b binding inh: 12%; PI4K2A block: -1; ERG-DNA inh: -4%

How did CC(C)(C)NS(=O)(=O)c1ccc(CCC(=O)O)cc1 do in these assays?
G9a inh: 4%[59 µM]; RGS4 inhibitor: 16%; JMJD2A Tudor inh: -9%; BAZ2B inh: 11%; 12-LOX inh: -6%; GLS inhibitor: 1%; HP1b binding inh: 24%; PI4K2A block: -4; ERG-DNA inh: 1%

Random excerpt: two entries already listed, in no set order.
How did CC(C)(C)NS(=O)(=O)c1ccc(CCC(=O)O)cc1 do in these assays?
G9a inh: 4%[59 µM]; RGS4 inhibitor: 16%; JMJD2A Tudor inh: -9%; BAZ2B inh: 11%; 12-LOX inh: -6%; GLS inhibitor: 1%; HP1b binding inh: 24%; PI4K2A block: -4; ERG-DNA inh: 1%

How did Cc1ccc(Cn2c(=O)n(Cc3ccccc3Cl)c(=O)c3cccnc32)cc1 do in these assays?
G9a inh: -1%[59 µM]; RGS4 inhibitor: 23%; JMJD2A Tudor inh: 1%; BAZ2B inh: 2%; 12-LOX inh: 2%; GLS inhibitor: -11%; HP1b binding inh: 49%[activator]; PI4K2A block: 0; ERG-DNA inh: -7%

Later entries
Results for COc1cccc(N(C(=O)c2sc(C)nc2C)C(C(=O)NCC2CCCO2)c2ccccc2)c1 (stereo not drawn) ?
G9a inh: 13%; RGS4 inhibitor: 5%; JMJD2A Tudor inh: -5%; BAZ2B inh: 4%; 12-LOX inh: -10%; GLS inhibitor: -10%; HP1b binding inh: 18%; PI4K2A block: -6; ERG-DNA inh: 12%

How did CCn1c(SCc2ccc(C(=O)O)cc2)nnc1-c1ccc(Cl)cc1 do in these assays?
RGS4 inhibitor: 4%; JMJD2A Tudor inh: -1%; BAZ2B inh: 8%; 12-LOX inh: 1%; GLS inhibitor: -10%; HP1b binding inh: 34%; PI4K2A block: 2; ERG-DNA inh: 10%

What do the screens show for `CC(=O)Nc1ccc(S(=O)(=O)N2CCC(NC(=O)C(Cc3cccc(F)c3)NC(C)=O)CC2)cc1` (stereo not drawn)?
G9a inh: -18%; RGS4 inhibitor: -20%; JMJD2A Tudor inh: -1%; BAZ2B inh: -8%; 12-LOX inh: -21%; GLS inhibitor: 5%; HP1b binding inh: 17%; PI4K2A block: 2; ERG-DNA inh: -5%

Results for CNC(=O)C1CCC(=O)N1Cc1ccccc1Cl (stereo not drawn) ?
G9a inh: 0%[59 µM]; RGS4 inhibitor: 0%; JMJD2A Tudor inh: -16%; BAZ2B inh: 1%; 12-LOX inh: -9%; GLS inhibitor: -8%; HP1b binding inh: 4%; PI4K2A block: 3; ERG-DNA inh: -1%

How did CCOc1ccc(C(=O)OC(C)CN2CCN(C)CC2)cc1 (stereo not drawn) do in these assays?
G9a inh: inconclusive; RGS4 inhibitor: 18%; JMJD2A Tudor inh: 79µM*; BAZ2B inh: -18%; 12-LOX inh: -9%; GLS inhibitor: 17%; HP1b binding inh: -10%; PI4K2A block: -1; ERG-DNA inh: 0%

How did CCOc1ccc(NC(=O)C(=O)NCc2ccncc2)cc1 do in these assays?
G9a inh: 13%; RGS4 inhibitor: -33%; JMJD2A Tudor inh: -9%; BAZ2B inh: 6%; 12-LOX inh: 13%; GLS inhibitor: -8%; HP1b binding inh: 44%[activator]; PI4K2A block: 2; ERG-DNA inh: -5%

How did CCN(CC)C(=O)CSc1nnc(CCN)o1 do in these assays?
G9a inh: 7%; RGS4 inhibitor: 24%; JMJD2A Tudor inh: inconclusive; BAZ2B inh: 0%; 12-LOX inh: 3%; GLS inhibitor: 0%; HP1b binding inh: 6%; PI4K2A block: -6; ERG-DNA inh: -3%

What do the screens show for `CN(C)CCCNS(=O)(=O)c1ccc(N2CCN(Cc3ccc4c(c3)OCO4)CC2)c([N+](=O)[O-])c1`?
G9a inh: 10µM*; RGS4 inhibitor: 30%; JMJD2A Tudor inh: 5.6µM*; BAZ2B inh: 22µM*; 12-LOX inh: 2.8µM*; GLS inhibitor: 6%; HP1b binding inh: 22µM*; PI4K2A block: 0; ERG-DNA inh: -6%

The list is partial; rates above refer to the full screens.
